Source: PubChem BioAssay
SW480 rerep: A quantitative high throughput screen for small molecules that induce DNA re-replication in SW480 colon adenocarcinoma cells. SW480 DNA re-replication, Hoechst DNA content imaging, 48 h. Potency, µM (highest dose often 46.1 µM), without a hit: top-dose re-replication activation, most hits filed as activators. actives 1.8% (n = 340,000); note: potency is the fitted concentration of half-maximal effect; % of control where 0% means no effect; nearly all actives have a fitted effect of over 55% in size
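Readout is total intensity of Hoechst-stained nuclei, excited at 405 nm and collected at 500-530 nm. Compound treatment lasted 48 hr at 37 C in 5% CO2 before staining.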
IL-1B inflam inh: qHTS for Inhibitors of Inflammasome Signaling: IL-1-beta AlphaLISA Primary Screen | actives 4.7% (n = 360,000) | activity change, % at 57.5 µM | THP-1 LPS/ATP IL-1B secretion, AlphaLISA, 16 h; stronger effect = lower value; in the data active = activity change below about -50%; inconclusive = mostly about -30% to -49%; note: % is set by controls: 0 for no effect and ±100 for the full control effect
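THP-1 cells pretreated 1 hr with compounds (up to 57.5 uM final), then stimulated with LPS (250 ng/mL final) plus ATP (1.25 mM final); secreted IL-1B measured by AlphaLISA after 16 hr, decreased signal indicating inhibition.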
HT1080 IDH1KD tx: qHTS for induction of synthetic lethality in tumor cells producing 2HG: qHTS for the HT-1080-IDH1KD cell line. HT-1080 IDH1 knockdown viability, ATP luminescence, 48 h. Potency, µM (titrated, usually from 46.1 µM), inactives show at the top dose activity, negative = toxicity, usual class: cytotoxic. actives 2% (n = 360,000);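 note: potency is the fitted concentration of half-maximal effect; 0% = DMSO wells and -100% = cell-free medium wells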
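HT-1080-IDH1KD cells (IDH1 knocked down), 750/well in RPMI with 5% FBS, treated with compound 48 h at 37 degrees C. Viability by CellTiter-Glo luminescence, normalised to DMSO and no-cell wells; concentration-response curves classed.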
MCF10A rerep: A quantitative high throughput screen for small molecules that induce DNA re-replication in MCF 10a normal breast cells | actives 2.9% (n = 350,000) | MCF 10A DNA re-replication, Hoechst nuclear intensity, 48 h | Potency, µM (highest dose often 46.1 µM), without a hit: at the top dose activity, positive = re-replication, usual class: activators; note: potency is the fitted concentration of half-maximal effect; % of control where 0% means no effect; nearly all actives have a fitted effect of over 50% in size
KB-3-1 tox: qHTS assay for MDR1-selective chemotherapeutics: Primary screen using the parental adenocarcinoma cell KB-3-1 | Potency, µM (doses to about 46.1 µM), inactives show at the highest dose activity change, negative = cytotoxic, most hits filed as cytotoxic | KB-3-1 viability, CellTiter-Glo ATP luminescence, 72 h | actives 1.4% (n = 400,000) | AID 1347075, 2019; note: potency is the fitted concentration of half-maximal effect; % is set by controls: 0 for no effect and ±100 for the full control effect; nearly all actives have a fitted effect of over 60% in size
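KB-3-1 parental drug-naive adenocarcinoma cells in DMEM/10% FBS, incubated 72 h at 37 C with pin-transferred compounds across a concentration series. Viability by CellTiter-Glo luminescence; concentration-response curves fitted after normalization.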
HT1080-NT tox: qHTS for induction of synthetic lethality in tumor cells producing 2HG: qHTS for the HT-1080-NT fibrosarcoma cell line; HT-1080-NT fibrosarcoma viability, CellTiter-Glo ATP luminescence, 48 h; Potency, µM (doses to about 46.1 µM), without a hit: at the highest dose activity, negative = less viability, most hits filed as cytotoxic; actives 1.6% (n = 360,000);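 note: NT is the 2HG producing partner of a matched IDH1 knockdown line; potency is the fitted concentration of half-maximal effect; 0% = DMSO-treated cells and -100% = media-only wells without cells; nearly all actives have a fitted effect of over 55% in size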
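Viability of the 2HG-overproducing fibrosarcoma line after 48 hours of compound exposure at 37 degrees C was determined by luminescence with CellTiter-Glo, and concentration-effect curves were then fitted and categorized.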
GLP1R cytotox: qHTS of GLP-1 Receptor Inverse Agonists: Cytotox Screen; actives 0.13% (n = 410,000); Potency, µM (titrated, usually from 38.3 µM), inactives show at the highest dose activity change, negative = inhibition, most hits filed as inhibitors; HEK293 cAMP-luciferase reporter cells, luminescence, 24 h;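 note: loss of luciferase light is scored as toxicity; potency is the fitted concentration of half-maximal effect; % is set by controls: 0 for no effect and ±100 for the full control effect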
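Cells in DMEM/10% Nu serum/1% pen-strep, 1536-well format. Pre-incubated 12 h, dosed with 23 nL compound, incubated a further 24 h. Luciferase detection, 12 min at room temp, luminescence.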
D3 ag: qHTS of D3 Dopamine Receptor Agonist: qHTS. D(3) dopamine receptor (Homo sapiens), P35462. D3R DiscoveRx beta-arrestin cells, luminescence, 90 min. max activation, %. actives 0.58% (n = 410,000). AID 652048, 2013; in the data active = max activation above about 30%; note: 0% is about no effect; mostly tested at two doses, the higher about 12 µM
Target sequence (P35462 whole entry, looked up): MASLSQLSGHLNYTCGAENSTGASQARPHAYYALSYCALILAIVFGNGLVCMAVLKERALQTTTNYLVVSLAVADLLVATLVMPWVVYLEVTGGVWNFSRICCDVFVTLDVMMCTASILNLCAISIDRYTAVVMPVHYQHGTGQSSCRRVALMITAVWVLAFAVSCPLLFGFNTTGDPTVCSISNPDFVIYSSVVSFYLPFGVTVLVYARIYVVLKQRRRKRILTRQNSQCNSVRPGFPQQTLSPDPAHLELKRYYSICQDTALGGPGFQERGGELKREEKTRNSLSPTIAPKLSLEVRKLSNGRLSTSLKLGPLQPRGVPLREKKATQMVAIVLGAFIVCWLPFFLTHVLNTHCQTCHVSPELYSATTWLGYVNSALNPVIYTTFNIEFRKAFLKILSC
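Agonist-mode cell screen: cells plated at 1500/well and incubated overnight at 37 °C, then exposed to library compounds for 90 min at 37 °C. Detection reagent was added for 30–60 min at room temperature, and luminescence was read.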
KB-V1 MDR tox: qHTS assay for MDR1-selective chemotherapeutics: Primary screen using the drug-selected MDR subline cells KB-V1 | actives 3.4% (n = 400,000) | Potency, µM (titrated, usually from 46.1 µM), for inactives: at the highest dose activity change, negative = cytotoxicity, most hits filed as cytotoxic | KB-V1 MDR cells viability, CellTiter-Glo, 72 h | AID 1347076, 2019; note: potency is the fitted concentration of half-maximal effect; % is set by controls: 0 for no effect and ±100 for the full control effect; nearly all actives have a fitted effect of over 60% in size
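Cells of the MDR subline KB-V1 are plated, dosed with compound at multiple concentrations, and incubated 72 h at 37 degrees C; CellTiter-Glo is then added and luminescence read after 10 min.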
* marks the source's active call; other numbers are inactive results; ? = inconclusive; nt = no result given; [ ] = remark or other dose. Unless noted, calls come from the whole dose curve; as a rule, active = well fitted curve in the direction sought with a large enough effect; inconclusive = small, poorly fitted or top-dose-only effect, or another doubt; inactive = no such curve, though single readings can be large; an effect the other way counts as inactive or inconclusive.

SMILES	SW480 rerep	IL-1B inflam inh	HT1080 IDH1KD tx	MCF10A rerep	KB-3-1 tox	HT1080-NT tox	GLP1R cytotox	D3 ag	KB-V1 MDR tox
COCCSc1ccccc1C(=O)Nc1cc(C)ccn1	-9%	10	-1%	11%	2%	1%	18%	-9	-25%
Cc1cc(NC(=O)CCC(=O)N(CC(=O)NC2CCCC2)c2cccc(C)c2C)no1	-4%	5	2%	-3%	10%	3%	-19%	2	5%
CN(Cc1ccccc1F)C(=O)CN1c2cccc3cccc(c23)S1(=O)=O	-35%[inhibitor]	-15	7%	7%	5%	-1%	-16%	-6	-20%
COc1ccc(N=Nc2ccc(CO)cc2)cc1	0%	-9	5%	-4%	-8%	-1%	10%	-12	-10%
COC(=O)c1ccc(C2c3c(-c4ccccc4O)n[nH]c3C(=O)N2Cc2cccnc2)cc1 (stereo unspecified)	nt	nt	nt	nt	16%	nt	-19%	-11	?
Brc1ccc(/C=N/Nc2nc3ccccc3o2)cc1	-8%	-10	24%	5%	-4%	6%	-13%	-12	3%
CCCN(CC(=O)Nc1ccccc1OC)C(=O)c1ccc(COc2ccccc2)o1	-12%	9	3%	-8%	23%	4%	-5%	5	?
COc1ccc(NC(=O)N2CCCC(CNS(=O)(=O)c3cccs3)C2)c(C)c1 (stereo unspecified)	-2%	11	11%	1%	-5%	2%	11%	9	-30%
CCOc1ccc(-c2nnc(-c3cccs3)o2)cc1	-4%	?	?	?	-5%	0%	6%	-9	-17%
Cc1ccc(C)c(N(C(=O)c2csnn2)C(C(=O)NC2CCCCC2)c2ccccn2)c1 (stereo unspecified)	-3%	8	9%	-4%	12%	18%	-3%	23	?
CC(C)(C)c1ccc(NC(=O)COC(=O)c2ccc3ncsc3c2)cc1	9%	31	-8%	48%	1%	-5%	-4%	1	-6%
COc1ccccc1C(CNC(=O)CNC(=O)c1ccc(Cl)c(Cl)c1)N1CCCC1 (stereo unspecified)	0%	-6	1%	7%	2%	-8%	?	-8	0%
CCN1CCN(c2nn3c(=O)c4ccccc4nc3c3ccccc23)CC1	5%	-58*	?	-8%	?	?	-6%	2	?
COc1ccc(N2CCN(C(=O)CCc3nnc4ccc(N5CCOCC5)nn34)CC2)cc1	-7%	-1	19%	0%	5%	8%	-2%	2	4%
Cc1cc(C)cc(OCC(=O)Nc2c(C(=O)c3ccccc3)oc3ccccc23)c1	nt	nt	nt	nt	4%	nt	1%	7	10%
Cc1cc(Br)c(OCc2ccc(C(=O)N/N=C3\CC(=O)CC(C)(C)C3)cc2)c(Br)c1	17%	20	-7%	8%	1%	0%	-22%	7	-21%
O=C1CCN(Cc2ccccc2)C(=O)N1	0%	8	6%	-35%[inhibitor]	10%	10%	-11%	-9	?
COc1ccc(CCNC(=O)CN2c3cccc4cccc(c34)S2(=O)=O)cc1OC	-26%	-3	-4%	-1%	0%	-3%	17%	-4	-11%
COc1cccc(CNC(=O)C2CCCN(c3ncnc4c3nc3n4CCCCC3)C2)c1 (stereo unspecified)	63%	-6	-5%	?	-13%	-17%	-3%	-7	7%
Cn1c(=O)oc2cc(S(=O)(=O)NCCC(=O)N3CCc4ccccc43)ccc21	-3%	-15	7%	8%	18%	6%	-5%	4	?
CCOc1cc(/C=N/NC(=O)c2cccs2)ccc1OC(=O)N1CCOCC1	-2%	7	-26%	21%	-3%	-28%	2%	2	-24%
CCn1c2c(c3cc(OCC(C)C)ccc31)CCCC2=O	-7%	?	-26%	-1%	-10%	-25%	4%	-16	8%
COc1ccc(S(=O)(=O)NC(C)C(=O)NCc2ccco2)cc1OC (stereo unspecified)	-2%	-6	9%	3%	-2%	6%	2%	-8	-6%
O=C(NCc1cccnc1)C1Cc2c(-c3ccc(Cl)cc3)ccnc2O1 (stereo unspecified)	nt	-27	18µM*	nt	?	5.8µM*	-16%	4	-20%
CCC1Sc2ccccc2N(CC(=O)NCCC(C)C)C1=O (stereo unspecified)	-3%	-13	-1%	-2%	1%	6%	1%	-13	-5%
OCCCNCc1cccc2ccccc12	3%	-10	-1%	-8%	5%	0%	19%	-6	-30%
CC(=O)N1N=C(c2cccs2)CC1c1ccco1 (stereo unspecified)	0%	22	-6%	13%	21%	3%	7%	3	?
CCOC(=O)c1c(NC(=O)CC2Nc3ccccc3NC2=O)sc(C)c1C (stereo unspecified)	?	-5	-10%	?	-9%	-5%	12%[1.53 µM]	-7	-16%
Cn1c(SCC(=O)c2ccc3c(c2)OCO3)nnc1C1COc2ccccc2O1 (stereo unspecified)	-7%	7	8%	9%	0%	-1%	-16%	0	?
c1ccc(N2CCN(c3ccccc3)C2c2cccnc2)cc1	-1%	-21	-1%	1%	-4%	-1%	-8%	-7	-5%
COc1ccc(NC(=O)C2Cc3c(-c4ccc(NC(C)=O)cc4)ccnc3O2)cn1 (stereo unspecified)	nt	-22	?	nt	10µM*	?	?	2	?
Cc1cccc(CSc2nc3c(c(-c4cccs4)c2C#N)CN(C)CC3)c1	1%	?	5%	?	25%	5%	-14%	1	0%
O=C(CNS(=O)(=O)c1ccccc1)N/N=C\c1ccc(Cl)cc1	-3%	-2	-7%	-3%	0%	-6%	-7%	6	6%
CCCCN1C(=O)C(=O)NC[C@@H]1CC1CCCCC1	nt	-3	-5%	nt	9%	-15%	-6%	5	-4%
CC1CCCN(C(=O)CSCC(=O)Nc2nc(-c3cccs3)cs2)C1 (stereo unspecified)	-4%	24	-3%	5%	18%	0%	1%	4	16%
Cc1ccc(S(=O)(=O)N2CCOCC2)cc1NC(=O)COC(=O)CSc1ccc(Br)cc1C	0%	22	4%	-2%	17%	-2%	3%	5	4%
O=C(O)c1ccccc1C(=O)Nc1nc(-c2ccc3ccccc3c2)cs1	-1%	1	-2%	7%	3%	-4%	-7%	7	?
Cc1ccccc1N1CC(c2nc3ccccc3n2Cc2ccc(Br)cc2)CC1=O (stereo unspecified)	nt	nt	nt	nt	?	nt	-18%	7	-26%
O=S(=O)(Nc1ccc(-n2cnnn2)cc1)c1cccc(F)c1	-36%[inhibitor]	-11	8%	8%	11%	10%	1%	0	10%
Cc1ncc([N+](=O)[O-])n1CC(=O)NC1CCCCC1	0%	13	6%	3%	17%	1%	2%	6	-5%
COc1cccc(C(=O)NCC(=O)NCc2cc(=O)n(C)c(=O)n2C)c1	-4%	12	13%	4%	6%	13%	7%	15	21%
CC(C)c1ccc(-n2nnnc2SCc2nc(N)nc(N)n2)cc1	nt	33	10%	nt	0%	10%	-9%	0	5%
C#Cc1ccc([C@@H]2C=C(C(=O)NC3CC3)O[C@H](OCC)[C@H]2CCCO)cc1	0%	-16	0%	?	0%	3%	10%	-13	-13%
COc1ccc(CNC(=O)COC(=O)c2cc(C)oc2C)cc1	nt	-17	0%	nt	-3%	-2%	-2%	-1	-25%
Cc1noc(C)c1S(=O)(=O)N(C)C[C@H]1Oc2ccc(NC(=O)CCC(F)(F)F)cc2C(=O)N([C@H](C)CO)C[C@@H]1C	-23%	6	2%	8%	6%	9%	-4%	10	22%

Compound profiles (already shown). Order of screens: SW480 rerep, IL-1B inflam inh, HT1080 IDH1KD tx, MCF10A rerep, KB-3-1 tox, HT1080-NT tox, GLP1R cytotox, D3 ag, KB-V1 MDR tox
Entry for `Cc1cccc(CSc2nc3c(c(-c4cccs4)c2C#N)CN(C)CC3)c1` → 1%, ?, 5%, ?, 25%, 5%, -14%, 1, 0%
Entry for `COc1ccc(NC(=O)C2Cc3c(-c4ccc(NC(C)=O)cc4)ccnc3O2)cn1` (stereo unspecified) → nt, -22, ?, nt, 10µM*, ?, ?, 2, ?
Entry for `O=C(O)c1ccccc1C(=O)Nc1nc(-c2ccc3ccccc3c2)cs1` → -1%, 1, -2%, 7%, 3%, -4%, -7%, 7, ?

(more compounds)
SMILES	SW480 rerep	IL-1B inflam inh	HT1080 IDH1KD tx	MCF10A rerep	KB-3-1 tox	HT1080-NT tox	GLP1R cytotox	D3 ag	KB-V1 MDR tox
Cc1c(NC(=O)c2csc3c2CCCC3)c(=O)n(-c2ccccc2)n1C	-16%	3	9%	-7%	0%	15%	-13%	5	6%
OC1c2cc(Cl)ccc2-c2c(Cl)cc(Cl)cc21 (stereo unspecified)	7%	40	-18%	?	-25%	?	2%	3	?
O=C(N/N=C/c1ccc(Cl)s1)c1ccccc1[N+](=O)[O-]	-4%	19	-25%	11%	-4%	-6%	-11%	-10	?
O=C(NC1=NCCS1)C1CC2CCC1C2 (stereo unspecified)	2%	16	6%	1%	4%	9%	-3%	2	?
CCN(CC)S(=O)(=O)c1ccc(N2CCOCC2)c(NC(=O)C2CCCO2)c1 (stereo unspecified)	7%	32	-8%	2%	-3%	4%	4%	4	3%
Cc1ccc(C(=O)N/C(=C\c2cccnc2)c2nc3ccccc3[nH]2)cc1	-4%	12	10%	-1%	9%	3%	-22%	-18	-4%
CSc1sc(C(=O)N2CCc3ccccc32)cc1S(=O)(=O)C(C)C	0%	-24	-2%	?	?	-3%	-27%	-4	?
Cc1ccc(N/N=C/c2c(O)cc(C)oc2=O)cc1	-2%	0	?	24%	-16%	?	-17%	2	0%
Fc1ccc(-c2nn3c(C4COc5ccccc5O4)nnc3s2)cc1 (stereo unspecified)	0%	15	3%	0%	-2%	2%	-8%	1	?
COc1ccc(CC(=O)N2CCOCC2)cc1	-3%	0	16%	-2%	-2%	10%	28%	5	6%
Cc1ccc(-c2nc(NCc3cccnc3)c3ccccc3n2)cc1	1%	-76*	-14%	?	14%	2%	5%	8	-13%
